Bioassay records: PubChem, several laboratories
GLD-1 TGE inh: GLD-1-TGE RNA interaction inhibition (C. elegans) | Q17339 | purified GLD-1 + fluorescein TGE RNA, fluorescence polarization | inhibition, % at 5.96 µM | actives 0.44% (n = 320,000) | AID 2280;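 active = percent inhibition above a per-plate cutoff, the plate mean of test compounds plus 3 SD, cut at about 30% in these data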;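 also: 0% = DMSO wells with GLD-1 and probe and 100% = wells lacking GLD-1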
Target sequence (Q17339 whole entry, looked up): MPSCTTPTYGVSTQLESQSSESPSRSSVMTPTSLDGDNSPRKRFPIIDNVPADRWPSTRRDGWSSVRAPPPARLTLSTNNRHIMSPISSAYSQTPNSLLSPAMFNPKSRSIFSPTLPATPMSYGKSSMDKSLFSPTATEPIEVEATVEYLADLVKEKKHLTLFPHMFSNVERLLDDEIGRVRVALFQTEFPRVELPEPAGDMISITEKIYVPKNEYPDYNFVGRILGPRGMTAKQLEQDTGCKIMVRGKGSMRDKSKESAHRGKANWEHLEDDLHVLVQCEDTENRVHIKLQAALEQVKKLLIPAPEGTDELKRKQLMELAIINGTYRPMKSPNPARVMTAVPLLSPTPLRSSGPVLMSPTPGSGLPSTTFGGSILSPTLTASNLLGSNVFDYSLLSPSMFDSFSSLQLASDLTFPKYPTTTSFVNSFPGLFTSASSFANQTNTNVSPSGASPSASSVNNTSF
AGP1-GFP MLPCN: yeast TOR pathway AGP1-GFP modulation; S. cerevisiae AGP1-GFP multiplex flow cytometry, 3 h; GFP as percent of DMSO wells; GFP response vs DMSO, % at 10 µM; actives 0.02% (n = 320,000);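 active = GFP response relative to DMSO above a set limit, near screen average plus 3 SD, cut at about 150% in these data; inconclusive = fewer than 70 cells counted for the yeast strain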;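 also: median GFP channel fluorescence of the gated AGP1 strain per well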
VLA-4 inh: inhibition in a human VLA-4 binding assay; P13612; VLA-4 expressing cells, ligand binding flow cytometry; inhibition, % (about 7 µM as worked out from the volumes in the protocol); actives 0.2% (n = 330,000); in the data active = inhibition above about 50%
MEX-5 binding: C. elegans MEX-5 TCR-2 RNA binding activity. MEX-5/FITC-TCR2 RNA binding, fluorescence polarization; hits give low values. AID 1832. activity score (negative = inhibition of binding), % at 10 µM. Q9XUB2. actives 0.38% (n = 300,000);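 active = inhibition past about -25% in most replicates, and total fluorescence under double the plate's negative control median, limit read from the data; inconclusive = replicates evenly split on the limit, or fluorescence at least double controls; inactive = too little inhibition in most replicates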;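 also: 0% = DMSO and -100% = 5 µM competing unlabeled TCR2 RNA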
Bcl-xL primary: inhibitors of human Bcl-xL; Q07817; GST-Bcl-xL / FITC-Bim BH3 peptide fluorescence polarization; inhibition, % at 10.9 µM; actives 0.7% (n = 320,000); AID 2129;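 active = inhibition above the mean of all tested compounds plus 3 SD, cutoff set per campaign, cut at about 30% in these data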;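 also: 0% = DMSO wells and 100% = unlabeled Bim-BH3 peptide competitor; inhibitors lower millipolarization by displacing the labeled peptide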
GRK2 aptamer HTS: human GRK2 inhibition via aptamer displacement; P25098; bead flow cytometry, FAM-aptamer displacement from GRK2; inhibition of aptamer binding, % at 10 µM; actives 0.59% (n = 330,000);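 active = inhibition of aptamer binding above 40%, roughly 3 SD of noise, on plates passing a quality check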;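 also: median bead fluorescence of bound FAM aptamer so fluorescent compounds give negative values; no value below 0 was filed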
MCL1 BIM primary: disrupts human MCL1 binding to BIM-BH3 peptide | GST-MCL1 / FITC-Bim-BH3 fluorescence polarization | Q07820 | actives 0.68% (n = 320,000) | inhibition, % at 10.9 µM;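 active = inhibition above the mean inhibition of all tested compounds plus 3 SD, set per campaign, cut at about 40% in these data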;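 also: 0% = DMSO wells and 100% = unlabeled Bim-BH3 peptide control; higher means more loss of mP so more displacement of Bim peptide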
Target sequence (Q07820 whole entry, looked up): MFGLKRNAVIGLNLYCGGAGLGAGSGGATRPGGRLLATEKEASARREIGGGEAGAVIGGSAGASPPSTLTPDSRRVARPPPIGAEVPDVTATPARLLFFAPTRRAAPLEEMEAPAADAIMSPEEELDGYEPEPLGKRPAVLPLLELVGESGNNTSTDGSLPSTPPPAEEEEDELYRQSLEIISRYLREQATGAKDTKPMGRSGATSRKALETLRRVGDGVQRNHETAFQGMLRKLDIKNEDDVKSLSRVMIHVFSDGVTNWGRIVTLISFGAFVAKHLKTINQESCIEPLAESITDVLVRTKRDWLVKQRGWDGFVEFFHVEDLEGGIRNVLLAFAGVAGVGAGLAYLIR
Fam108B counter: Fam108B inhibition, counter-screen for RBBP9 inhibitors; recombinant Fam108B, FP-Rh probe fluorescence polarization; inhibition, % at 9.51 µM; actives 0.33% (n = 300,000); AID 1947;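 active = inhibition above the screen mean inhibition plus 3 SD, computed separately per campaign, cut at about 18% in these data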;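 also: inhibitors lower polarization as less probe binds the enzyme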
CIT2-GFP yeast: alters CIT2-GFP fluorescence in TOR pathway yeast screen. actives 0.065% (n = 320,000). AID 2029. S. cerevisiae CIT2-GFP strain, flow cytometry, 3 h; 100 means same as DMSO wells. GFP response vs DMSO, % at 10 µM;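 active = GFP response relative to DMSO above a set limit, near the screen mean plus 3 SD, cut at about 150% in these data; inconclusive = Fewer than 70 cells measured for a yeast strain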;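 also: ratio of well median GFP fluorescence to mean of DMSO wells on the plate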
* hit, by the source's call; u = inconclusive; x = not tested or not shown; [ ] = another dose, or the depositor's remark.

1: O=C(c1nc2ccccn2c1CNCC1OCCc2ccccc21)N1CCOCC1 (centres undefined)
2: COc1ccccc1CN1CC(C(=O)N2CCC(C(=O)c3ccccc3)CC2)CCC1=O (centres undefined)
3: C=CCC(NC(C)c1ccccc1)c1ccco1 (centres undefined)
4: COc1cc(/C=N/Nc2nncn2/N=C/c2ccc(O)c(OC)c2)ccc1O
5: COc1cccc(CNCc2ccccc2Br)c1OC
6: CCc1ccc(S(=O)(=O)N2CCN(C(=O)c3cccnc3)CC2)cc1
7: CC1=C(C)CC(C(=O)NCCc2ccccc2)C(C(=O)O)C1 (centres undefined)
8: CCOc1ccc(N2C(=O)CC(n3nc(C)cc3C)C2=O)cc1 (centres undefined)

assay / compound,1,2,3,4,5,6,7,8
AGP1-GFP MLPCN,92,111,108,107,98,105,107,103
MEX-5 binding,2.7,2.1,-0.4,-12,-1.0,1.6,-0.2,-0.4
Bcl-xL primary,7,5,3,10,0,4,8,4
Fam108B counter,-2,-4,0,3,-1,0,-2,3
GLD-1 TGE inh,-1,-3,7,4,4,-5,-3,3
MCL1 BIM primary,3,2,3,3,-8,0,2,5
GRK2 aptamer HTS,3,0,1,13,2,2,0,0
CIT2-GFP yeast,86,116,106,106,107,107,108,107
VLA-4 inh,0,2,-3,-14,29,8,-62,0

9: CCCN(CC(=O)Nc1ccc(NC(C)=O)cc1)CC(=O)Nc1ccc(F)c(F)c1F
10: COc1ccc(-n2c(SCCC(=O)O)nnc2-c2ccncc2)cc1
11: O=C(CN1C(=O)c2cccc3cccc(c23)C1=O)N1CCN(Cc2ccc3c(c2)OCO3)CC1
12: CCN(C(=O)CCS(=O)(=O)c1ccc(Br)cc1)c1ccc2c(c1)OCO2
13: Cc1ccc(C(C(=O)NC2CCCC2)N(C(=O)Cc2cccs2)c2ccc3c(c2)OCCO3)cc1 (centres undefined)
14: CCNC(=O)COc1cccc(C(=O)NCc2ccccc2)c1
15: CC(C)(C)c1ccc(-c2nc(O)c(CC(=O)O)s2)cc1
16: O=C(Nc1ccccc1C(=O)NCc1ccccc1)c1ccccc1Br

assay / compound,9,10,11,12,13,14,15,16
AGP1-GFP MLPCN,19,102,105,100,105,93,103,99
MEX-5 binding,-1.1,1.8,-1.8,x,0.1,-1.6,1.7,1.1
Bcl-xL primary,0,-11,6,15,1,4,-1,2
Fam108B counter,1,-3,-3,-2,-3,0,-1,3
GLD-1 TGE inh,-2,2,8,-1,3,4,0,9
MCL1 BIM primary,-6,-8,8,11,-4,-1,-4,4
GRK2 aptamer HTS,0,0,0,27,1,13,51*,4
CIT2-GFP yeast,98,95,106,97,93,98,102,98
VLA-4 inh,-6,3,4,3,-8,33,-6,7

17: CC(Sc1nnc(Cn2c(=O)sc3ccccc32)n1C)c1ccccc1 (centres undefined)
18: CC(=O)N1CC(C)Sc2ccc(S(=O)(=O)N3CCCCC3)cc21 (centres undefined)
19: CC(=O)c1ccccc1OCCOc1ccccc1C(C)=O
20: COc1ccc(F)c(CN2CCCC(CNS(=O)(=O)c3cccc4cccnc34)C2)c1 (centres undefined)
21: Cc1ccc2c(=O)n3c(nc2c1)C(CC(C)C)NC(=O)c1ccc(Cl)cc1-3 (centres undefined)
22: CCOC(=O)N1CCC(NC(=O)c2ccc3c(c2)N=C(C)c2ccccc2S3)CC1
23: Cc1c(Cl)cccc1-n1c(SCC(=O)N2CCC(C(=O)O)CC2)nc2ccccc2c1=O
24: CC1CCCCN1C(=O)COc1ccccc1F (centres undefined)

assay / compound,17,18,19,20,21,22,23,24
AGP1-GFP MLPCN,99,109,97,101,111,99,99,100
MEX-5 binding,1.3,-1.2,0.0,-4.9,x,1.4,-1.1,-0.1
Bcl-xL primary,-4,5,11,0,x,7,5,0
Fam108B counter,0,3,-2,-1,x,1,-3,2
GLD-1 TGE inh,4,7,2,-2,7,9,1,-1
MCL1 BIM primary,-6,-3,8,-1,x,10,-1,0
GRK2 aptamer HTS,0,5,0,2,2,1,0,1
CIT2-GFP yeast,96,103,100,107,107,107,101,91
VLA-4 inh,4,22,1,10,9,9,0,7

25: CCOC(=O)CC1C(=O)NCCN1C(=O)COc1ccc(C(C)(C)C)cc1 (centres undefined)
26: CC1=NN(c2ccccc2)C(=O)/C1=C\C=C1\N(C)c2ccccc2C1(C)C
27: C=CCSc1nc2c(c(=O)[nH]1)C(c1ccccc1)C(C#N)=C(N)O2 (centres undefined)
28: COc1ccc(NC(=O)CSc2nc(N)c(-c3ccccc3)c(=O)[nH]2)cc1
29: COc1ccc(-c2nc3ccc(Cl)cn3c2NC2CCCCC2)cc1SC1CCCCC1
30: CC(N)C12CC3CC(C1)CC(C(C)N)(C3)C2 (centres undefined)
31: COc1cccc(CNC(=O)C2CCN(S(=O)(=O)c3cccc4cccnc34)CC2)c1
32: Cc1cc2oc(=O)cc(CN3CCN(S(=O)(=O)/C=C/c4ccccc4)CC3)c2cc1C

assay / compound,25,26,27,28,29,30,31,32
AGP1-GFP MLPCN,101,110,96,102,101,98,102,95
MEX-5 binding,-1.4,0.3,-0.3,-3.2,x,1.5,-0.5,1.1
Bcl-xL primary,-1,-44,17,5,x,2,3,-2
Fam108B counter,1,-2,5,11,x,3,1,-5
GLD-1 TGE inh,3,-103,4,-2,-20,4,7,-1
MCL1 BIM primary,-3,-85,14,7,x,0,-2,-11
GRK2 aptamer HTS,0,0,20,9,0,0,0,1
CIT2-GFP yeast,105,107,85,106,103,99,100,95
VLA-4 inh,4,0,11,2,-18,10,8,5

33: Cc1cc(NC(=O)CSc2nc3c(c(=O)n(C)c(=O)n3C)n2C(C)C)no1
34: CS(=O)(=O)c1ccc2nc(NC(=O)c3cc4ccccc4o3)sc2c1
35: O=C(C1CCC(=O)N(C2CC2)C1)N1CCN(c2ccccc2Cl)CC1 (centres undefined)
36: CCc1ccccc1NC(=S)NC1CC2CCC(C1)N2Cc1ccc(F)cc1 (centres undefined)
37: COc1cc(/C=C/c2cc(C(=O)O)c3ccccc3n2)cc(OC)c1O
38: CC1CCN(Cc2nc(-c3ccccc3)no2)CC1
39: CSc1ccc(S(=O)(=O)NCc2ccccc2C)cc1
40: CC(Oc1ccccc1)C(=O)Nc1cccc(NC(=O)c2ccco2)c1 (centres undefined)

assay / compound,33,34,35,36,37,38,39,40
AGP1-GFP MLPCN,91,93,103,115,98,94,97,97
MEX-5 binding,3.1,-2.5,-3.2,-3.3,-11,0.3,-0.6,0.1
Bcl-xL primary,9,5,3,-2,4,2,6,-2
Fam108B counter,-3,-6,3,5,-3,-1,2,-9
GLD-1 TGE inh,-1,2,1,3,3,1,2,6
MCL1 BIM primary,6,8,-7,-1,2,0,4,-6
GRK2 aptamer HTS,3,0,1,2,0,0,2,0
CIT2-GFP yeast,94,87,101,117,97,91,87,105
VLA-4 inh,4,9,5,23,17,-9,-4,6

41: O=C(Nc1cccc(C(F)(F)F)c1)OCc1ccncc1
42: CCOC(=O)c1ccccc1NC(=O)Cn1cnc2c(cnn2C(C)(C)C)c1=O
43: CCc1nc2nc(C)c(NS(=O)(=O)c3ccc(F)cc3)c(=O)n2[nH]1
44: O=[N+]([O-])c1ccccc1S(=O)(=O)N(CC(O)CN1CCCCC1)c1ccccc1 (centres undefined)
45: O=S(=O)(NCC1CC1)c1cccc(S(=O)(=O)N2CCCC2)c1
46: COc1ccc(NC2CCCN(C(=O)C3=NN(C)C(=O)CC3)C2)cc1OC (centres undefined)
47: CC(NC(=O)Nc1cccc([N+](=O)[O-])c1)c1ccc2c(c1)OCO2 (centres undefined)
48: COc1cccc(NC(=O)c2ccc3c(c2)C(=O)N(CC2CCCO2)C3=O)c1 (centres undefined)

assay / compound,41,42,43,44,45,46,47,48
AGP1-GFP MLPCN,102,104,97,19[may fluoresce violet],96,106,104,100
MEX-5 binding,-2.5,-2.1,-0.1,0.4,5.3,-1.1,2.9,-1.5
Bcl-xL primary,2,1,4,2,4,-1,3,0
Fam108B counter,1,3,-4,-1,9,-1,-3,0
GLD-1 TGE inh,6,-7,0,4,-1,5,-1,0
MCL1 BIM primary,-4,15,0,8,1,1,2,-4
GRK2 aptamer HTS,1,1,1,0,1,26,0,0
CIT2-GFP yeast,99,110,101,u,94,108,104,101
VLA-4 inh,4,-4,14,5,5,4,12,9

49: CCN(CC)S(=O)(=O)c1cccc(N=Nc2sc(N)nc2C)c1
50: CC1(C)Cc2c(cnn2-c2ccc(F)cc2)C(NC(=O)CCN2CCCCO2)C1 (centres undefined)
51: Cc1ccc(CNC(=O)CCC(=O)N2CC(C)Sc3ccccc32)cc1 (centres undefined)
52: Cc1ccccc1N(C)C(=O)C1CCCN(c2ncnc3c2nc2n3CCCCC2)C1 (centres undefined)
53: COc1ccc(CNC(=O)[C@@H]2CCCN2C(=O)[C@@H]2Cc3ccccc3CN2C(=O)OC(C)(C)C)cc1
54: CC(C)Oc1ccc(C(=O)Nc2nnc(SCC(=O)N3CCOCC3)s2)cc1
55: C/C(CC(=O)Nc1ccc(N(C)C)cc1)=N\NC(=O)c1ccc(F)cc1
56: Cc1ccc(OCc2nnc(SCC(=O)Nc3cccc4ccccc34)n2-c2ccccc2)cc1
57: CCCCCc1nnc(NC(=O)c2ccc3nc[nH]c3c2)s1

assay / compound,49,50,51,52,53,54,55,56,57
AGP1-GFP MLPCN,97,100,101,100,u,96,96,97,90
MEX-5 binding,-3.0,3.5,-2.1,3.7,-0.8,0.7,-2.7,1.2,x
Bcl-xL primary,9,4,4,4,1,3,-2,3,4
Fam108B counter,6,6,-2,1,5,0,2,-11,x
GLD-1 TGE inh,3,-1,1,0,2,2,4,0,0
MCL1 BIM primary,11,4,5,10,9,8,3,1,3
GRK2 aptamer HTS,2,2,4,1,0,0,1,10,1
CIT2-GFP yeast,95,93,91,101,116[may fluoresce red],99,97,95,91
VLA-4 inh,7,-6,-21,-5,0,12,-3,-10,-54
